Myeloid diff MLP: myeloid differentiation induction; ER-HoxA9 myeloid progenitors, lysozyme-GFP differentiation, flow cytometry; calls only at 10 µM; 1% of 360,000 active;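 active = normalized GFP-positive differentiation at or above the plate's own cutoff, the solvent-only control mean plus 3 SD; inconclusive = no clear call, values can overlap the other calls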;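 also: cells exposed to compound for four days before flow analysis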
K1F lysis inhibition: protection from phage-mediated lysis, alamar blue read-out – E. coli UTI89, K1F phage, bacterial capsule biogenesis inhibitors (AID 488966); 0.02% of 340,000 active; inhibition, % at 100 µM, or IC50 in µM where a hit was titrated; E. coli UTI89 K1F phage lysis, alamar blue, 2 h; higher % means a stronger effect;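 active = phage lysis inhibition, versus mean bacterial control, above a set limit; inconclusive = no clear call, values can overlap the other calls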;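 also: capsule biogenesis inhibitors block K1F phage lysis so surviving cells raise fluorescence; higher fluorescence means more inhibition of phage lysis; actives were called in the ten point dose series up to 300 µM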
Myeloid diff MLP GFP+ MAC1+ %: further read-out of Myeloid diff MLP, marked with its call; GFP+ MAC1+ double positive, %; measured here: differentiation confirmed by MAC1 staining
An asterisk follows results filed as active; i = inactive; ? = inconclusive; . = not tested or not shown; + = active, no number; [ ] = dose if it differs, or a comment. An excerpt. The share of hits here may be higher or lower than overall.

SMILES | Myeloid diff MLP | Myeloid diff MLP GFP+ MAC1+ % | K1F lysis inhibition
Cc1ccc2[nH]c3c(c2c1)CN(C(=O)CN1C[C@H]2C[C@@H](C1)c1cccc(=O)n1C2)CC3 | i | 3.1 | 5.3%
Oc1cc2c(cc1CN1CCN(c3ccc(F)cc3)CC1)OCO2 | i | 0.6 | 0.0%
COC(=O)C1=C(c2cccc(OCc3ccccc3)c2)C[C@@H]2CC[C@H]1N2C(=O)NCc1ccc2[nH]ccc2c1 | i | 2.6 | 3.0%
CC1OC(OC2C(O)CC(OC3C(O)CC(OC4CCC5(C)C(CCC6C5CCC5(C)C(C7=CC(=O)OC7)C(O)CC65O)C4)OC3C)OC2C)CC(O)C1O (configuration not stated) | i | 0.8 | -2.4%
COC(=O)C1=C(c2ccc(F)cc2F)C[C@@H]2CC[C@H]1N2C(=O)N1CCCC1 | i | 0.8 | 2.4%
O=C(N1CCCCCC1)N1CC1 | i | 1.1 | -1.9%
COC(=O)C1=C(c2ccc(S(C)(=O)=O)cc2)C[C@@H]2CC[C@H]1N2C(=O)N1CCCCC1 | i | 1.5 | -0.2%
CCC(=O)N1CC(=O)Nc2ccc(F)cc2C1c1ccc(F)cc1 (configuration not stated) | i | 1.0 | 0.1%
Nc1ccccc1Cl | i | 1.6 | 0.1%
CCN(C(=O)COC(=O)C(O)(c1ccccc1)c1ccccc1)c1c(N)n(Cc2ccccc2)c(=O)[nH]c1=O | i | 0.9 | 0.6%[50 µM]
O=C1NC(=S)NC(=O)C1Cc1ccccc1O | i | 1.1 | 1.7%
Cn1cc(C(=O)OCC(=O)NC2CCCCC2)c2ccccc21 | i | 0.5 | 0.3%[50 µM]
C[C@]12CCC(=O)C=C1C=C[C@@H]1[C@@H]2CC[C@@]2(C)[C@H]1CC[C@@]2(O)CCC(=O)O | i | 1.9 | 1.6%
CC1OC(OC2CC(O)C3(CO)C4C(O)CC5(C)C(C6=CC(=O)OC6)CCC5(O)C4CCC3(O)C2)C(O)C(O)C1O (configuration not stated) | i | 2.3 | 3.5%
COC1C(O)C(C)OC(OC2C(Oc3cccc4c(O)c5c(=O)oc6ccc(C)c7c(=O)oc(c34)c5c67)OC(C)C(O)C2O)C1O (configuration not stated) | + | 8.3* | i
CCN(CC)C(=O)c1ccc(NC(=O)c2c(C)noc2C)cc1 | i | 0.7 | 0.6%[50 µM]
Clc1cccc(N2CCNCC2)c1 | i | 3.1 | 4.6%
Oc1c(Br)c(Br)c(Br)c(Br)c1Br | i | 1.8 | -2.1%
NC1CCc2cc(O)c(O)cc2C1 (configuration not stated) | i | 2.5 | 9.0%
CC(Cc1ccccc1)N(C)CC1C(=O)C2CCC1C2 (configuration not stated) | i | 1.3 | -1.2%
C[N+](C)(C)CCOC(=O)CBr | i | 5.8 | 3.0%
CC(=O)N(C)CC#CCN1CCCC(CO)C1 (configuration not stated) | i | 1.7 | 0.8%
COC(=O)C1=C(c2cccc(C#N)c2)C[C@@H]2CC[C@H]1N2C(=O)NCc1cc(C)oc1C(F)(F)F | i | 1.2 | 1.8%
CCN(CC(=O)Nc1ccc(NC(C)=O)cc1)C(=O)CSC(c1ccccc1)c1ccccc1 | i | 0.6 | -0.9%[50 µM]
O=C(COC(=O)Cc1ccccc1)Nc1nnc(-c2ccccc2)o1 | i | 0.2 | 0.9%[50 µM]
CN1CCC2(CC1)c1ccccc1-c1ccccc12 | i | 1.8 | 0.9%
CCCNC(=O)N1[C@H]2CC[C@@H]1C(C(=O)OC)=C(c1cc3ccccc3o1)C2 | i | 4.7 | 0.5%
COC(=O)C1=C(c2ccc(OC(F)(F)F)cc2)C[C@@H]2CC[C@H]1N2C(=O)N1CCCCC1 | i | 2.5 | -0.1%
CCN(CC)C(=O)Cn1cc(/C=C2\C(=O)NC(=O)N(c3ccccc3F)C2=O)c2ccccc21 | + | 0.9* | 0.4%
C[C@]12CCC3C(C(=O)C[C@H]4C[C@@H](O)CC[C@]34C)C1CCC2=O (some centres not stated) | i | 1.4 | 1.5%

3 compounds from above, arranged by molar mass, lowest first:
SMILES | Myeloid diff MLP | Myeloid diff MLP GFP+ MAC1+ % | K1F lysis inhibition
CN1CCC2(CC1)c1ccccc1-c1ccccc12 | i | 1.8 | 0.9%
C[C@]12CCC3C(C(=O)C[C@H]4C[C@@H](O)CC[C@]34C)C1CCC2=O (some centres not stated) | i | 1.4 | 1.5%
CCN(CC)C(=O)Cn1cc(/C=C2\C(=O)NC(=O)N(c3ccccc3F)C2=O)c2ccccc21 | + | 0.9* | 0.4%

Continuation:
SMILES | Myeloid diff MLP | Myeloid diff MLP GFP+ MAC1+ % | K1F lysis inhibition
CC12Cc3cnoc3C=C1CCC1C2CCC2(C)C1CCC2(C)O (configuration not stated) | i | 0.6 | -3.9%
C=CCN1CCC2(C)c3cc(O)ccc3CC1C2C (configuration not stated) | i | 0.7 | 3.2%
C[C@]12CCC3C(CC[C@@H]4C[C@H](O)CC[C@]34C)C1CCC2=O (some centres not stated) | i | 1.1 | 2.4%
Cc1cc(=O)oc2cc(OCC(=O)N3CCN(Cc4ccccc4)CC3)ccc12 | i | 0.6 | 1.3%
C[C@]12CC[C@H](O)CC1=CCC1C2CC[C@@]2(C)C1CC[C@@H]2OCc1ccccc1 (some centres not stated) | i | 0.8 | -2.0%
COC(=O)C1=C(c2cccc(OCc3ccccc3)c2)C[C@@H]2CC[C@H]1N2C(=O)NC1CCN(Cc2ccccc2)CC1 | i | 1.2 | 4.0%
COc1ccccc1NC(=O)COC(=O)c1cc(C)n(C2CC2)c1C | i | 1.3 | -0.5%
COC(=O)C1=C(c2c(C)noc2C)C[C@@H]2CC[C@H]1N2C(=O)NCc1ccc2c(c1)OCO2 | i | 0.8 | 0.7%
C/C(=N/O)c1ccc2ccc3ccccc3c2c1 | i | 0.3 | -0.6%
O=C1CC(=O)N(c2ccccc2)C(=O)N1 | i | 1.4 | 2.8%
COC(=O)C1=C(c2ccc(F)cc2F)C[C@@H]2CC[C@H]1N2C(=O)N1CCC(O)CC1 | i | 1.0 | -0.6%
CC(=O)O[C@@H]1CC[C@]2(C)C3CC[C@]4(C)C(=O)[C@H](O)CC4C3[C@@H](OC(C)=O)C[C@H]2C1 (some centres not stated) | i | 0.7 | 2.8%
COC(=O)C1=C(c2cc3ccccc3s2)C[C@@H]2CC[C@H]1N2C(=O)N1CCCC1 | i | 1.9 | 0.4%
COc1cc(OC)cc(C(=O)NC(=S)N2C[C@H]3C[C@H](C2)c2cccc(=O)n2C3)c1 | i | 3.1 | 2.6%
Nc1ccc(-c2ccc(N)cc2)cc1 | i | 0.7 | -5.2%
CC1C(c2cccs2)=[N+]([O-])C(C)(C(=O)c2ccc(Cl)cc2)N1O (configuration not stated) | i | 0.8 | 0.9%
CCOC(=O)CC(SP1(=S)OCC2(CC=CCC2)CO1)C(=O)OCC (configuration not stated) | i | 0.6 | -1.7%
CC(CC(C)(C)N1CC1)=NNC(=O)Nc1cccc2ccccc12 | i | 2.4 | -0.2%
NC(=O)c1ccsc1NC(=O)COC(=O)Cc1ccccc1 | i | 0.7 | 1.3%[50 µM]
CC(C)(C)C(=O)O[C@H]1CC[C@@]2(C)C(=CC(=O)C3C2CC[C@]2(C)C(=O)[C@H](O)CC32)C1 (some centres not stated) | i | 0.8 | -1.6%
CNC(=O)Oc1cccc2c1OC(C)(C)O2 | i | 1.5 | 2.3%
O=C(O)c1cc(Oc2ccc(C(F)(F)F)cc2Cl)ccc1[N+](=O)[O-] | i | 2.4 | 1.3%
COC(=O)C1=C(c2cccc(C#N)c2)C[C@@H]2CC[C@H]1N2C(=O)NCc1cccc2ccccc12 | i | 1.4 | 0.9%
COP(=S)(OC)Oc1ccc(SC)c(C)c1 | i | 0.8 | -2.9%
CCN(CC)c1ccc(/C=C2\C(=O)NC(=S)N(c3ccc(OC)cc3OC)C2=O)o1 | + | 0.7* | 0.2%
CC(C)c1cccc(C(C)C)c1O | i | 2.2 | 5.2%
Cc1ccc2c(c1)C(c1ccccc1)=NCC(=O)N2C | i | 1.1 | 0.8%
N#Cc1ccccc1OCC(=O)N1CCN(CC(=O)Nc2ccc(F)cc2)CC1 | i | 0.6 | 0.8%[50 µM]
CCOP(=O)(Nc1ccc2c(c1)C(=NNC(N)=S)c1ccccc1-2)OCC | i | 3.8 | 1.1%
CNC(=O)CSP(=S)(OC)OC | i | 1.9 | 1.0%
Oc1cc(Cl)ccc1Oc1ccc(Cl)cc1Cl | i | 3.3 | -20%
CNCC(O)c1cc(OCc2ccccc2)c(OCc2ccccc2)cc1F (configuration not stated) | i | 3.3 | -1.1%
COC(=O)C1=C(c2ccc(S(C)(=O)=O)cc2)C[C@@H]2CC[C@H]1N2C(=O)N1CCCC1 | i | 2.6 | 0.4%
CN(C)CCSCc1nnc2n1-c1ccc(Cl)cc1C(c1ccccc1Cl)=NC2 | i | 1.4 | -0.4%
CNC(C)(C)Cc1ccccc1 | i | 4.0 | -0.5%
Cc1ccc(-c2cc(-c3ccc(C)cc3)[n+](-c3ccccc3)c(-c3ccc(C)cc3)c2)cc1 | ? | . | 0.3%
Oc1ccc(Cl)c(Cl)c1Cl | i | 1.8 | -0.8%
COC(=O)C1=C(c2ccc(F)cc2OCc2ccccc2)C[C@@H]2CC[C@H]1N2C(=O)NC1CCN(Cc2ccccc2)CC1 | i | 1.8 | 5.1%
CC1(C)NC(=O)[C@H]2CCCN21 | i | 1.3 | 0.2%
CC(=O)N1CC(=O)Nc2ccc(Br)cc2C1c1ccc(F)cc1 (configuration not stated) | i | 0.7 | 0.3%
C[C@]12CC[C@H](O)CC1=CC(=O)C1C2CC[C@]2(C)C(=O)CCC12 (some centres not stated) | i | 0.6 | -0.8%
COC(=O)C1=C(c2ccc(F)cc2F)C[C@@H]2CC[C@H]1N2C(=O)NCCNC(C)=O | i | 1.1 | 0.3%
Cc1ccc(OP(=O)(O)Oc2ccc(C)cc2)cc1 | i | 1.2 | 0.3%
CCCC(=O)NC1=C(N2CC2)C(=O)C(NC(=O)CCC)=C(N2CC2)C1=O | ? | . | -3.6%
CC(=O)c1ccc(OCCCC(=O)Nc2ccc(Cl)c(S(=O)(=O)N3CCOCC3)c2)cc1 | i | 0.8 | 1.5%
CC1CCCCC12C(=O)NC(=O)NC2=O (configuration not stated) | i | 0.6 | 0.0%
O=C(NC(=S)N1C[C@H]2C[C@H](C1)c1cccc(=O)n1C2)c1ccc(F)cc1 | i | 1.2 | 0.3%
COC(=O)C1=C(c2ccc3ccccc3c2)C[C@@H]2CC[C@H]1N2C(=O)NC1CCCCC1 | i | 2.5 | 3.4%
COC(=O)C1=C(c2ccccc2)C[C@@H]2CC[C@H]1N2C(=O)NCCNC(C)=O | i | 3.6 | 0.1%
Cc1cc(N(CCCl)CCCl)ccc1C=NNC(=O)Cc1cc(=O)oc2cc(O)ccc12 | + | 18* | -4.1%

Part of the list above in a different format.
SMILES,Myeloid diff MLP,Myeloid diff MLP GFP+ MAC1+ %,K1F lysis inhibition
Cc1ccc(OP(=O)(O)Oc2ccc(C)cc2)cc1,i,1.2,0.3%
CCCC(=O)NC1=C(N2CC2)C(=O)C(NC(=O)CCC)=C(N2CC2)C1=O,?,.,-3.6%
CC(=O)c1ccc(OCCCC(=O)Nc2ccc(Cl)c(S(=O)(=O)N3CCOCC3)c2)cc1,i,0.8,1.5%
CC1CCCCC12C(=O)NC(=O)NC2=O (configuration not stated),i,0.6,0.0%
O=C(NC(=S)N1C[C@H]2C[C@H](C1)c1cccc(=O)n1C2)c1ccc(F)cc1,i,1.2,0.3%
COC(=O)C1=C(c2ccc3ccccc3c2)C[C@@H]2CC[C@H]1N2C(=O)NC1CCCCC1,i,2.5,3.4%

More results follow.
SMILES | Myeloid diff MLP | Myeloid diff MLP GFP+ MAC1+ % | K1F lysis inhibition
N#C/C(N)=C(/N)C#N | i | 1.6 | -0.9%
NC(=O)c1ccc(N)nc1 | i | 1.6 | -1.7%
CC(CCN1CC1)=NNC(=O)Nc1cccc2ccccc12 | i | 0.9 | -1.3%
CN1CC(C(=O)c2cccs2)C(c2ccc(Cl)cc2)C1 (configuration not stated) | i | 0.9 | -0.1%
O=C(COc1ccccc1)N1CCN(CC2CC=CCC2)CC1 (configuration not stated) | i | 0.9 | -0.3%
COc1cc(C(O)CNC(C)C)cc(F)c1OC (configuration not stated) | i | 2.3 | -0.9%
N=c1sccn1Cc1ccccc1F | i | 0.9 | 3.1%[50 µM]
CC(C)(C)C(=O)N1Cc2cnnn2-c2ccccc2C1C#N (configuration not stated) | i | 0.2 | 0.5%
CC1(C)CN=C(NCc2ccccc2)S1 | i | 0.4 | 0.8%
